IMPase cell inh: cell-permeable inhibitors of inositol monophosphatase (IMPase). CHO-M1 cells, IP1 accumulation, HTRF TR-FRET ratio. inhibition (IP1 accumulation), % at 46.1 µM. 120,000 tested, under 10 active; active = well fitted curve in the direction sought with a large enough effect in the signal ratio, not every such curve was filed as active; inconclusive = small, poorly fitted or top-dose-only effect, or a change in a side signal; inactive = no such curve, though single readings can be large or run the other way; the % refers to the signal ratio;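 also: cells stimulated with carbachol in lithium chloride buffer; plate controls were DMSO basal wells for no effect and reference inhibitor wells for full effect; higher means more IMPase inhibition seen as more IP1 and lower FRET ratio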
Target sequence (P97697 whole entry, looked up): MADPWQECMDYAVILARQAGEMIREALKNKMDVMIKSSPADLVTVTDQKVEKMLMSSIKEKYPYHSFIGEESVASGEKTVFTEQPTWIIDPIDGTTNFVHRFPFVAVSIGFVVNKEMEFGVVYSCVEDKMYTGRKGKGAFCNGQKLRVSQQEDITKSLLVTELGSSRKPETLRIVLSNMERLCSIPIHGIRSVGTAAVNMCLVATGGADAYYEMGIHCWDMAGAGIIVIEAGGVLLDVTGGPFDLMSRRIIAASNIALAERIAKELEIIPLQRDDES
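Cellular IMPase inhibition is scored as a rise in cytosolic IP1, detected by competitive TR-FRET between d2-labelled IP1 and a europium anti-IP1 antibody. M1-expressing CHO cells were stimulated with carbachol for 30 min at 37C, with lithium (50 mM LiCl) present in the buffer.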
ALOX12 inhib: 12-hLO (ALOX12) enzyme inhibition; Potency, µM (titrated, usually from 57.1 µM), for inactives: at the highest dose activity change, negative = inhibition, most hits filed as inhibitors; 150,000 compounds, 0.12% hits; P18054; purified 12-hLO, xylenol orange hydroperoxide absorbance; also: potency is read from the fitted curve at half-maximal effect; nearly all actives have a fitted effect of over 55% in size; many of its hits are not listed in these tables
Target sequence (P18054 whole entry, looked up): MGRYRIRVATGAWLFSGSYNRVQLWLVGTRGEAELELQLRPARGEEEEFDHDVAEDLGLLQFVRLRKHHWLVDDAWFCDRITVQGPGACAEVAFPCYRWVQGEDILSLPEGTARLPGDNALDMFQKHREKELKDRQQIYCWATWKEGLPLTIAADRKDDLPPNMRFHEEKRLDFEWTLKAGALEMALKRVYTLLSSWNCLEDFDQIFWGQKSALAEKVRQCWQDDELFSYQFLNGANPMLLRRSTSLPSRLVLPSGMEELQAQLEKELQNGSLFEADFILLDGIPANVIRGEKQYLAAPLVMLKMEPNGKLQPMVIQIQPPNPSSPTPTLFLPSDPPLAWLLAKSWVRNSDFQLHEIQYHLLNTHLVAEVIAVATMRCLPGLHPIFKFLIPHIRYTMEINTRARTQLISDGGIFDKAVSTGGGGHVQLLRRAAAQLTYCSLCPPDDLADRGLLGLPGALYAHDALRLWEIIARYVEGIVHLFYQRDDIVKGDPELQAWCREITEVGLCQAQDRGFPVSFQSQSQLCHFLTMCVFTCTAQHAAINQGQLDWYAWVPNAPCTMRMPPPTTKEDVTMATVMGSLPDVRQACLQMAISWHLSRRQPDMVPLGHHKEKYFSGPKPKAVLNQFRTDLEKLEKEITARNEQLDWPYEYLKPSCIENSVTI
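Hydroperoxide formation by human 12-lipoxygenase from 40 uM arachidonic acid was followed colorimetrically via ferric-xylenol orange complex, using the 573/405 nm absorbance ratio. Enzyme concentration was 150 nM, with 30 min reaction at room temperature.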
15-hLO-2 inh: blocks human 15-lipoxygenase 2 activity | AID 881 | O15296 | 110,000 compounds, 0.56% hits | Potency, µM (series often up to 57.1 µM), without a hit: at the highest dose activity change, negative = inhibition, usual class: inhibitors | purified 15hLO-2, xylenol orange hydroperoxide absorbance; also: potency is read from the fitted curve at half-maximal effect; nearly all actives have a fitted effect of over 60% in size; many of its hits are not listed in these tables
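Enzyme 50 nM, AA 45 uM, 25 mM Hepes pH 7.5 + 0.01% Triton X-100; cpd preinc 15 min RT, rxn 90 min RT; stop/detect with 200 uM XO + 300 uM Fe(II) in 50 mM H2SO4, 30 min; A573/A405.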
PNC assembly inh: inhibitors of perinucleolar compartment assembly | PC3M PTB-GFP, PNC prevalence imaging, 16 h; stronger effect = lower value | activity change (PNC), negative = inhibition, % at 10 µM | 140,000 compounds, 3.1% hits;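 active = readout at or below -70, meaning at least 70% loss of cells showing the perinucleolar compartment, a nuclear body marking cancer cells; inconclusive = readout between -30 and a set limit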;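 also: plate controls were DMSO wells for no effect and camptothecin positive control wells for full effect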
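Read-out is percentage of cells bearing a perinucleolar compartment, from automated 20x imaging of fixed, Hoechst-stained PC3M PTB-GFP cells. Cells were seeded 4 h, then exposed 16 h to compound (23 nl of library stock) in duplicate plates.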
Active calls of the source: *; ? = inconclusive; . = not tested or not shown; [ ] = remark or other dose. Unless noted, calls follow the shape of the dose curve; as a rule, active = well fitted curve in the direction sought with a large enough effect; inconclusive = small, poorly fitted or top-dose-only effect, or another doubt; inactive = no such curve, though single readings can be large; an effect the other way counts as inactive or inconclusive. Unless noted, % is scaled to controls: 0 for no effect and ±100 for the full control effect. Not all compounds are listed. The share of hits here may be higher or lower than overall.

Values run as follows: IMPase cell inh, ALOX12 inhib, 15-hLO-2 inh, PNC assembly inh
- Cc1ccc(NC(=O)COC(=O)CN2C(=O)COc3ccccc32)cc1
  2, 0%, 4%, 34
- Cc1c(/C(O)=C2\C(=O)C(=O)N(CCCN(C)C)C2c2ccncc2)cnn1-c1ccccc1 (configuration not stated)
  0, -4%, 3%, -24
- Fc1ccccc1/C=N/n1cnnc1
  -4, -4%, 7%, -21
- CN(C)S(=O)(=O)c1ccc(C(=O)Oc2cc(=O)[nH]c3ccccc23)cc1
  -4, 0%, 5%, 43
- Cc1nc(-c2ccccc2)cn2c1nc1ccccc12
  ., 1%, ., ?
- O=C(O)c1ccc(CSc2nnc(Cc3ccccc3)o2)cc1
  0, -2%, -1%, 28
- CCc1c(O)nc(SCc2ccccc2)n(C(C)CC)c1=O (configuration not stated)
  12, -4%, -5%, 25
- COc1ccc(-c2cc(C(=O)Nc3c(C)nn(Cc4ccccc4Cl)c3C)no2)cc1
  10, 6%, -2%, -28
- CCN(CC)C(NC(=O)c1ccccc1)C(=O)c1ccccc1 (configuration not stated)
  0, -2%, -1%, 0
- COc1ccc(/C=N/Nc2cc(OC)ncn2)cc1
  -3, 4%, ., ?
- COC(=O)c1ccc(C(NC(=O)c2ccccc2)[C@]2(C)C[C@H]2C2CCCCC2)cc1 (some centres not stated)
  ., 1%, -3%, .
- CC1CCN(S(=O)(=O)c2ccc(S(=O)(=O)NCC3COCCO3)cc2)CC1 (configuration not stated)
  12, -6%, -2%, -27
- CCC(C(=O)NCCN1CCN(C)CC1)n1c(C)c2cnn(-c3ccccc3)c(=O)c2c1C (configuration not stated)
  ?, -2%, 13%, 24
- O=C(c1ccc(C(F)(F)F)cc1)N1CCC(=O)N([C@H](COCc2ccc(Cl)cc2)Cc2ccccc2)CC1
  ., -6%[0.00818 µM], 40%[activator][0.0915 µM], .
- COc1cccc(N(CC(=O)NC2CCCC2)C(=O)Cn2nnc(-c3ccc(C)cc3)n2)c1
  5, -7%, -1%, 2

Next structures
Values run as follows: IMPase cell inh, ALOX12 inhib, 15-hLO-2 inh, PNC assembly inh
- Nc1nnc(CCC2CCCCC2)s1
  0, 0%, -2%, 40
- Cc1cccc(NC(=O)COc2ccc(Br)cc2/C=N/O)c1
  ., -2%, ., 2
- O=C(COC(=O)c1cc([N+](=O)[O-])ccc1NCc1ccccc1Cl)NCC(F)(F)F
  2, 1%, ., -3
- COc1cccc(COc2cc3ccccc3nc2C)c1
  13, -4%, 16%, -5
- CCOC(=O)c1[nH]c(CSc2nnc(-c3ccc(OC)cc3)o2)c(C(=O)OCC)c1C
  -1, -7%, -8%, -10
- O=c1c2cc(N3CCOCC3)ccc2[nH]c(=S)n1CCCN1CCCC1
  -2, 3%, 2%, 29
- COc1ccc(-n2c(Cc3cccn3C)nnc2SCC(=O)Nc2cccc(C)c2C)cc1
  ?, -7%, ., 45
- CCOC(=O)N1CCN(C(=O)COc2ccccc2OC)CC1
  6, -1%, -5%, ?
- CCOc1ccc(NC(=O)C2CC=CCC2C(=O)O)cc1 (configuration not stated)
  9, 0%, 1%, -15
- CC1(C)CC(=O)C(C(C2=C(O)CC(C)(C)CC2=O)c2ccco2)C(=O)C1 (configuration not stated)
  0, -17%, -20%, 6
- Cc1cc(C)nc(Nc2n[nH]c(-c3ccc(N)cc3)n2)n1
  10, 2%, 10%, -19
- Cc1cc(C)c(NC(=O)c2ccc[n+](Cc3ccc([N+](=O)[O-])cc3)c2)c(C)c1
  ., 7%, ., ?
- COc1ccccc1N=NC1=C(O)CC(C)(C)CC1=O
  ., -4%, ., 30
- CNS(=O)(=O)c1cccc(C(=O)OCC(=O)/C=C2/N(C)c3ccccc3C2(C)C)c1
  ., 0%, ., -1
- Cc1ccc(-c2nnc(SCC(=O)N/N=C/c3ccc(C)s3)n2-c2ccc(C)cc2)cc1
  -2, 3%, ., 13

The list goes on.
Values run as follows: IMPase cell inh, ALOX12 inhib, 15-hLO-2 inh, PNC assembly inh
- OC(CNCC1CCCO1)Cn1c2ccc(Cl)cc2c2cc(Cl)ccc21 (configuration not stated)
  7, -9%, 10%, 42
- O=c1[nH][nH]c(-c2ccccc2O)c1C(C[N+](=O)[O-])c1ccccc1 (configuration not stated)
  ., -1%, ., -23
- CCCCn1nc2cc(C(=O)NCc3cc(C(F)(F)F)cc(C(F)(F)F)c3)ccc2c1OC
  1[1.84 µM], -5%, -6%[11.4 µM], 27
- CCn1c2ccccc2c2nnc(SCc3ccccc3)nc21
  -9, 0%, ., -19
- Cc1cc(C(C)(C)C)cc(S(=O)(=O)NCC(=O)O)c1C
  3, 3%, -3%, -2
- COc1cc(CC(C#N)(CO)c2nc3ccccc3[nH]2)ccc1OC(F)F (configuration not stated)
  ., -2%, ., 31
- COC(=O)CSc1nc2c(c(=O)[nH]c(=O)n2C)n1CCC(C)C
  -5, 0%, ., ?
- COc1ccc(NC(=O)c2cn(CCC#N)nc2-c2cccs2)cc1
  -3, -1%, ., 8
- CCN1CCN(C(=O)c2cc3c(=O)n(C)c4ccccc4c3n2C)CC1
  -9, 1%, -2%, -19
- CCOc1ccc(-c2nnc(N)o2)cc1
  -3, -1%, 0%, 12
- O=C(CNC(=O)c1cccs1)NCC(=O)OCc1ccc(Cl)cc1
  -4, 2%, 5%, 73
- Cc1ccc(NC(=O)COC(=O)COc2ccc(Cl)cc2)c([N+](=O)[O-])c1
  ., -6%, ., ?
- N#Cc1ccc(C23CC4(C2)[C@H](CN(Cc2ccc(-c5ccccc5)cc2)[C@@H]4c2ccccc2)C3c2ccc(Cl)nc2)cc1 (some centres not stated)
  ., -2%, 3%, .
- N#Cc1cn(CC(=O)NCCc2c[nH]c3ccccc23)c2ccccc12
  -9, -18%, -7%, 43
- CC1=NN(C(=O)CCc2ccccc2O)C(O)(C(F)(F)F)C1 (configuration not stated)
  2, -2%, ., ?

Additional records:
Values run as follows: IMPase cell inh, ALOX12 inhib, 15-hLO-2 inh, PNC assembly inh
- CCCCc1c(C)nn(-c2nnc3c4ccccc4n(C)c3n2)c1C
  1, 10%, 34%[activator], 16
- CCC1(CC)C(=O)NC(=O)NC1=Nc1ccccc1
  ., 2%, ., 26
- CC(NC(=O)COC(=O)c1ccc2c(c1)S(=O)(=O)N=C1CCCCCN12)C12CC3CC(CC(C3)C1)C2 (configuration not stated)
  -12, 0%, ., ?
- CCN(CC)S(=O)(=O)c1ccc(S(=O)(=O)N(CC(=O)Nc2ccccc2)Cc2ccco2)cc1
  4, -2%, ., -19
- Cc1ccc2cc(CN(Cc3cccs3)Cc3nnnn3CC3CCCO3)c(=O)[nH]c2c1 (configuration not stated)
  ?, -7%, -4%, 23
- CCCCCCSc1nsc(NC(=O)CC(C)C)n1
  ., 1%, ., -9
- CC1CN(CC(=O)Nc2cccc(C(=O)Nc3cccc(C(F)(F)F)c3)c2)CC(C)O1 (configuration not stated)
  -3, -3%, 13%, 17
- O=C(c1ccc(CN2CCOCC2)cc1)N1CCN(Cc2ccccc2)CC1
  5, 2%, 7%, 40
- COc1ccc2c(c1OC)C(=O)N1c3ccccc3SC21 (configuration not stated)
  -12, -4%, -1%, ?
- CCC(C)c1ccc(S(=O)(=O)N2CC(=O)Nc3ccccc32)cc1 (configuration not stated)
  ., 0%, ., ?
- Nc1nc(N)nc(-c2ccccn2)n1
  1, 1%, 60%[activator], ?
- O=C(CSc1n[nH]c(-c2ccc(S(=O)(=O)NC3CCCCC3)cc2)n1)N1CCCC1
  -5, -3%, -2%, -5
- COC(=O)CCN1CCC(C(N)=O)CC1
  8, -3%, -1%, 30
- COc1ccccc1CNC(=O)c1c(O)c2cc(OC)c(OC)cc2[nH]c1=O
  6, 1%, 1%, 11
- O=C1NC(=O)C2(CCC(C(=O)O)C2)N1 (configuration not stated)
  ?, -4%, ., 14

Following part.
Values run as follows: IMPase cell inh, ALOX12 inhib, 15-hLO-2 inh, PNC assembly inh
- CC(=O)c1cccc(NC(=O)NCCS(C)=O)c1 (configuration not stated)
  1, 3%, 0%, 29
- COc1ccc(-c2nnc(-c3ccc(N(C)C)cc3)o2)cc1
  6, 0%, -2%, 2
- CC(=O)Nc1ccc(OCC(O)CN2CCN(Cc3ccccc3)CC2)cc1 (configuration not stated)
  -10, 0%, 1%, -19
- O=C(NC1(C(F)(F)F)NC(=O)N(Cc2cccnc2)C1=O)c1cccs1 (configuration not stated)
  4, 0%, -1%, -1
- Cc1cc(-c2ccccc2)c(C#N)c(=S)[nH]1
  ., -11%, ., 1
- Cc1ccc(C(=O)Nc2ccc3c(c2)ncn3C)cc1
  11, -1%, 3%, 0
- COc1ccc2nc(SCC(=O)Nc3ccc4c(c3)OCCO4)[nH]c2c1
  3, 1%, 8%, 8
- Cc1ccc(S(=O)(=O)N[C@H](C(=O)OCn2nnc3ccccc3c2=O)C(C)C)cc1
  3, 3%, -1%, -24
- COC(=O)c1sccc1NC(=O)c1ccncc1
  -7, -1%, -11%, 21
- Cc1ccc(-c2cc(C(=O)N3CCCC3)no2)cc1
  -3, 4%, 6%[2.29 µM], 9
- N=C1C(c2nc3ccccc3[nH]2)=C(O)CN1c1ccc(F)cc1
  6, -2%, 24%, -17
- CSc1nc(C)cc(SCCO)n1
  0, 0%, -2%, 34
- O=C(O)CCNC(=O)c1ccccc1
  ., 6%, -1%, -19
- C=C(C)C(=O)OC
  ., -1%, -12%, .
- COc1ccc(OC)c(CNC(=O)C2CCN(S(=O)(=O)N3CCCC3)CC2)c1
  2, -1%, -6%, 22

Profiles, quoted from the list. Order of values: IMPase cell inh	ALOX12 inhib	15-hLO-2 inh	PNC assembly inh
Shown for COc1cccc(N(CC(=O)NC2CCCC2)C(=O)Cn2nnc(-c3ccc(C)cc3)n2)c1 = 5	-7%	-1%	2
Shown for N=C1C(c2nc3ccccc3[nH]2)=C(O)CN1c1ccc(F)cc1 = 6	-2%	24%	-17
Shown for N#Cc1cn(CC(=O)NCCc2c[nH]c3ccccc23)c2ccccc12 = -9	-18%	-7%	43

(next part)
Values run as follows: IMPase cell inh, ALOX12 inhib, 15-hLO-2 inh, PNC assembly inh
- CCN1/C(=C/C=C/C=C/c2sc3ccccc3[n+]2CC)Sc2ccccc21
  ., ?, ., 51
- O=C(CSc1nnc(Cc2ccccc2)n1-c1ccc(Cl)cc1)N1CCOCC1
  8, 1%, -4%, -8
- CCC(Sc1nc(C)cc(=O)[nH]1)C(=O)Nc1sc2c(c1C#N)CCCC2 (configuration not stated)
  3, -10%, -4%, 24
- COc1ccc(C(=O)Nc2ccc(S(=O)(=O)NCc3ccco3)cc2)cc1OC
  -12, -2%, -10%, 7
- O=C(C[n+]1cccc(NC(=O)c2ccccc2)c1)c1ccccc1
  15, -1%, 16%, 31
- O=C(c1ccc(CNc2c(NC3CCCCC3)c(=O)c2=O)cc1)N1CCc2ccccc21
  6, 4%, ?, 1
- Cc1cccc(CSC2=NCCN2C(=O)C2CC2)c1
  ?, -2%, 3%, 27
- CCOC(=O)c1ccc(NC(=O)CCOc2ccc(C)cc2)cc1
  -16, 1%, 7%, ?
- O=C(OC(C(=O)NC1CCCCC1)c1ccccn1)c1cccs1 (configuration not stated)
  3, 8%, 11%, ?
- CCOC(=O)c1c(NC(=S)Nc2cc([N+](=O)[O-])ccc2OC)sc2c1CCCCC2
  -8, -4%, ., 21

4 entries from above, reformatted.
canonical_smiles | IMPase cell inh | ALOX12 inhib | 15-hLO-2 inh | PNC assembly inh
COc1ccc(C(=O)Nc2ccc(S(=O)(=O)NCc3ccco3)cc2)cc1OC | -12 | -2% | -10% | 7
O=C(C[n+]1cccc(NC(=O)c2ccccc2)c1)c1ccccc1 | 15 | -1% | 16% | 31
O=C(c1ccc(CNc2c(NC3CCCCC3)c(=O)c2=O)cc1)N1CCc2ccccc21 | 6 | 4% | ? | 1
Cc1cccc(CSC2=NCCN2C(=O)C2CC2)c1 | ? | -2% | 3% | 27
